High-throughput results: PubChem, several laboratories
FXIa inh 1536 – factor XIa (human) inhibition; purified FXIa, Boc-Glu-Ala-Arg-AMC fluorogenic substrate; inhibition, % at 5 µM; hit rate 0.14% among 220,000; P03951; AID 798;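 active = inhibition of at least 40%; inactive = inhibition below 40%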;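 note: fluorescence of freed AMC excited at 355 nm; 0% = enzyme without compound and 100% = no enzyme blank; many of its hits are not listed in these tables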
FXIIa inh – blocks human coagulation factor XIIa protease activity; P00748; purified FXIIa, Boc-QGR-AMC fluorogenic substrate, 2 h; inhibition, % at 5 µM; hit rate 0.3% among 220,000; AID 800; in the data active = inhibition above about 40%;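 note: 0% = enzyme with no compound and 100% = blank without enzyme; many of its hits are not listed in these tables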
eIF4E-4G inh – eIF4E/eIF4G interaction inhibition in translation initiation. hit rate 0.37% among 220,000. P63073+Q04637. TR-FRET eIF4E-eIF4GI(517-606) binding, 2 h. inhibition, % at 21.7 µM;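 active = inhibition above about 30%, limit read from the data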;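 note: 0% = full FRET control wells and 100% = background wells lacking eIF4GI fragment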
14-3-3 Bad PPI – disrupts binding of bovine 14-3-3 zeta to phospho-Bad peptide | P63103 | TR-FRET 14-3-3zeta/Dy647-pBad peptide displacement, 1 h | inhibition, % at 21.7 µM | hit rate 0.71% among 220,000;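 active = inhibition above about 70%, limit read from the data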;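 note: 0% = full 14-3-3 plus peptide FRET controls and 100% = background without 14-3-3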
Wee1 stabilizer – inhibitors of human Wee1 degradation | P30291 | HeLa Luc-Wee1K328M stability, luciferase luminescence; 100% = proteasome inhibitor MG132 effect | reporter increase, % at 5 µM | hit rate 1.2% among 220,000 | AID 1321;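 active = activation above the mean of all tested compounds plus 3 SD, set per screening run, cut at about 8.8% in these data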;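 note: cells exposed to compound for 20 h before luminescence read; 0% = DMSO alone and 100% = MG132 at 30 µM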
MDM2 E3 inh – inhibitors of human Mdm2 E3 ubiquitin ligase; Q00987; cell-based MDM2 ubiquitination luciferase reporter, 2 h; 0 = plate control, 100 = twice control, blank-subtracted; signal enhancement, % at 5 µM; hit rate 0.11% among 210,000; AID 1230;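 active = signal enhancement of 30% or more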;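 note: luminescence tracks abundance of the self-degrading MDM2-luciferase fusion protein; higher signal means inhibition of MDM2 E3 ligase activity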
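Material: stable MDM2–luciferase fusion reporter cells / Quantity: 2000 cells/well / Dosing: single 5 µM compound dose, 0.2% final DMSO / Buffer or medium: DMEM / Schedule: 4 h cell settling then 2 h compound exposure, 37 °C / Detection: luminescence with SteadyLite reagent, 15 min at room temperature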
Rad51 HR inh – Rad51 (human) homologous recombination inhibition. AID 1385. Q06609. hit rate 0.085% among 200,000. inhibition, % at 10 µM. hRad51 DNA strand exchange, fluorescence dequenching;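 active = inhibition above 40% at the single screening dose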;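 note: 0% = DMSO control wells and 100% = blanks with heterologous ssDNA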
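material = hRad51 filaments on single-stranded DNA | timing = filaments 15 min 37 °C, then compound 30 min | signal = FRET fluorescence dequenching, excitation 485 nm, emission 520 nm | benchmarks = control wells and blank wells on each plate | evaluation = percent inhibition relative to plate controls and blanks | compound = 10 µM final, single point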
p97 ATPase inh – inhibitors of human p97 ATPase; AID 1481; inhibition, % at 8 µM; P55072; recombinant p97 ATPase, Kinase-Glo ATP luminescence, 3 h; hit rate 0.42% among 220,000; in the data active = inhibition above about 15%;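 note: 0% = DMSO vehicle and 100% = wells lacking enzyme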
KLK5 inh – inhibitors of human kallikrein 5. Q9Y337. inhibition, % at 5 µM. recombinant hK5, fluorogenic AMC substrate cleavage. hit rate 0.59% among 210,000;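 active = inhibition of 40% or more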;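 note: 0% = enzyme controls without compound and 100% = no-enzyme blanks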
The depositor's hits bear a star; [ ] = remark or other dose.

The opening two compounds, ahead of the listing:
Results for CC(N=C1NS(=O)(=O)c2ccccc21)C(=O)NCc1ccc2c(c1)OCO2 (stereo not drawn) ?
FXIa inh 1536: 12; FXIIa inh: 21; eIF4E-4G inh: -2[fluorescence artefact?]; 14-3-3 Bad PPI: -10; Wee1 stabilizer: -1; MDM2 E3 inh: -40; Rad51 HR inh: -3; p97 ATPase inh: 1; KLK5 inh: 9

Results for C=CCOc1c(Cl)cc(/C=N/O)cc1OC ?
FXIa inh 1536: 16; FXIIa inh: 19; eIF4E-4G inh: -10; 14-3-3 Bad PPI: 3; Wee1 stabilizer: -1; MDM2 E3 inh: -5; Rad51 HR inh: -8; p97 ATPase inh: -1; KLK5 inh: 1

The list itself, previewed entries included:
Results for CC(N=C1NS(=O)(=O)c2ccccc21)C(=O)NCc1ccc2c(c1)OCO2 (stereo not drawn) ?
FXIa inh 1536: 12; FXIIa inh: 21; eIF4E-4G inh: -2[fluorescence artefact?]; 14-3-3 Bad PPI: -10; Wee1 stabilizer: -1; MDM2 E3 inh: -40; Rad51 HR inh: -3; p97 ATPase inh: 1; KLK5 inh: 9

Results for C=CCOc1c(Cl)cc(/C=N/O)cc1OC ?
FXIa inh 1536: 16; FXIIa inh: 19; eIF4E-4G inh: -10; 14-3-3 Bad PPI: 3; Wee1 stabilizer: -1; MDM2 E3 inh: -5; Rad51 HR inh: -8; p97 ATPase inh: -1; KLK5 inh: 1

Results for CC1=C(C(=O)Nc2ccccc2F)C(c2ccsc2)C2=C(CC(C)(C)CC2=O)N1 (stereo not drawn) ?
FXIa inh 1536: -5; FXIIa inh: -4; eIF4E-4G inh: 15; 14-3-3 Bad PPI: -13; Wee1 stabilizer: -3; MDM2 E3 inh: 11; Rad51 HR inh: -4; p97 ATPase inh: 1; KLK5 inh: -15

How did O=C(NCc1ccc(Cl)cc1)c1cc(-c2cccs2)on1 do in these assays?
FXIa inh 1536: 3; FXIIa inh: 15; eIF4E-4G inh: -1; 14-3-3 Bad PPI: 14; Wee1 stabilizer: -1; MDM2 E3 inh: -2; Rad51 HR inh: 1; p97 ATPase inh: 3; KLK5 inh: 5

Results for Cc1cc(C)nc(N2CCCC(C(=O)Nc3cc(F)ccc3C)C2)n1 (stereo not drawn) ?
FXIa inh 1536: 2; FXIIa inh: 0; eIF4E-4G inh: 4; 14-3-3 Bad PPI: 0; Wee1 stabilizer: -3; MDM2 E3 inh: 11; p97 ATPase inh: 5; KLK5 inh: -2

How did CCC(C)c1ccc(-c2cc(C(=O)OCC(=O)Nc3cc(C)on3)c3ccccc3n2)cc1 (stereo not drawn) do in these assays?
FXIa inh 1536: -21; FXIIa inh: 15; eIF4E-4G inh: -3; 14-3-3 Bad PPI: 13[fluorescence artefact?]; Wee1 stabilizer: 2; MDM2 E3 inh: -45; Rad51 HR inh: -8; p97 ATPase inh: 0; KLK5 inh: 7

What do the screens show for `CCC(=O)N1CCCc2cc(S(=O)(=O)NCc3cccs3)ccc21`?
FXIa inh 1536: -4; FXIIa inh: 1; eIF4E-4G inh: 5; 14-3-3 Bad PPI: 5; Wee1 stabilizer: -1; MDM2 E3 inh: -16; Rad51 HR inh: -7; p97 ATPase inh: 2; KLK5 inh: 9

How did CN(C)CCNC(=O)C(C(=O)c1ccccc1)n1ccccc1=O (stereo not drawn) do in these assays?
FXIa inh 1536: 4; FXIIa inh: 15; eIF4E-4G inh: -6; 14-3-3 Bad PPI: -5; Wee1 stabilizer: 1; MDM2 E3 inh: -21; Rad51 HR inh: 11; p97 ATPase inh: 4; KLK5 inh: -18

Results for Cc1ccc(-c2nc3ccccc3c(=O)n2CCCN2CCOCC2)cc1 ?
FXIa inh 1536: 3; FXIIa inh: 9; eIF4E-4G inh: -6; 14-3-3 Bad PPI: -1; Wee1 stabilizer: 1; MDM2 E3 inh: -1; Rad51 HR inh: -5; p97 ATPase inh: -2; KLK5 inh: -5

Results for COc1ccc(Cc2nnc(NC(=O)Cc3cccs3)s2)cc1 ?
FXIa inh 1536: -3; FXIIa inh: -12; eIF4E-4G inh: 31*; 14-3-3 Bad PPI: 17; Wee1 stabilizer: 1; MDM2 E3 inh: -5; p97 ATPase inh: 8; KLK5 inh: 5

What do the screens show for `CCOc1ccccc1N1CCN(C(=O)c2csc(C)c2CC)CC1`?
FXIa inh 1536: 1; FXIIa inh: 3; eIF4E-4G inh: 1; 14-3-3 Bad PPI: 0; Wee1 stabilizer: -1; MDM2 E3 inh: -10; Rad51 HR inh: 2; p97 ATPase inh: -6; KLK5 inh: -15

How did Cc1cc(NC(=O)CSc2nc3cc(Cl)ccc3c(=O)n2Cc2ccco2)no1 do in these assays?
FXIa inh 1536: 0; FXIIa inh: 7; eIF4E-4G inh: -2; 14-3-3 Bad PPI: -6; Wee1 stabilizer: 0; MDM2 E3 inh: -6; Rad51 HR inh: 0; p97 ATPase inh: 3; KLK5 inh: 1

Results for Cc1ccc(-n2nc(C)c(=O)c(-c3ccccc3)c2NC(=O)C(C)C)cc1 ?
FXIa inh 1536: 3; FXIIa inh: 17; eIF4E-4G inh: -9; 14-3-3 Bad PPI: 3; Wee1 stabilizer: 3; Rad51 HR inh: 28; p97 ATPase inh: 1; KLK5 inh: 7

Results for COc1ccc(C(=O)COC(=O)C2CCC(=O)N2)cc1 (stereo not drawn) ?
FXIa inh 1536: 2; FXIIa inh: 3; eIF4E-4G inh: 4; 14-3-3 Bad PPI: 4; Wee1 stabilizer: 6; MDM2 E3 inh: -9; Rad51 HR inh: -3; p97 ATPase inh: 6; KLK5 inh: 2

How did O=C(NCCC1=CCCCC1)C(=O)c1c[nH]c2ccccc12 do in these assays?
FXIa inh 1536: 6; FXIIa inh: 10; eIF4E-4G inh: 5; 14-3-3 Bad PPI: 4; Wee1 stabilizer: 2; MDM2 E3 inh: 0; Rad51 HR inh: -3; p97 ATPase inh: 5; KLK5 inh: -1

What do the screens show for `COc1cccc(CN(C)c2nc(-c3cccs3)nc3ccccc23)c1`?
FXIa inh 1536: 4; FXIIa inh: 4; eIF4E-4G inh: 0; 14-3-3 Bad PPI: 6[fluorescence artefact?]; Wee1 stabilizer: 3; MDM2 E3 inh: -13; Rad51 HR inh: -2; p97 ATPase inh: -4; KLK5 inh: -14

What do the screens show for `Cc1ncc(CC(=O)n2cc(C(=O)c3cc(F)ccc3O)cn2)s1`?
FXIa inh 1536: 0; FXIIa inh: 11; eIF4E-4G inh: -2; 14-3-3 Bad PPI: 9[fluorescence artefact?]; Wee1 stabilizer: 2; MDM2 E3 inh: -7; Rad51 HR inh: 0; p97 ATPase inh: 5; KLK5 inh: -14

How did Fc1cccc(CN2CCN(c3ncccn3)CC2)c1 do in these assays?
FXIa inh 1536: 11; FXIIa inh: 19; eIF4E-4G inh: 0; 14-3-3 Bad PPI: 30; Wee1 stabilizer: -2; MDM2 E3 inh: -20; Rad51 HR inh: -1; p97 ATPase inh: 4; KLK5 inh: 23

Results for N#Cc1c(Cl)nsc1NN ?
FXIa inh 1536: -3; FXIIa inh: 1; eIF4E-4G inh: -1; 14-3-3 Bad PPI: -15; Wee1 stabilizer: -1; MDM2 E3 inh: 0; Rad51 HR inh: 4; p97 ATPase inh: 3; KLK5 inh: -5

What do the screens show for `NC(=O)c1ccccc1O`?
FXIa inh 1536: -3; FXIIa inh: 10; eIF4E-4G inh: 3; 14-3-3 Bad PPI: -1; Wee1 stabilizer: 1; Rad51 HR inh: -3; p97 ATPase inh: 6; KLK5 inh: -12

How did CC(Sc1ccc(Br)cc1)C(N)=O (stereo not drawn) do in these assays?
FXIa inh 1536: -2; FXIIa inh: -7; eIF4E-4G inh: 0; 14-3-3 Bad PPI: 2; Wee1 stabilizer: -3; MDM2 E3 inh: 0; Rad51 HR inh: -3; p97 ATPase inh: -2; KLK5 inh: -7

Results for O=C(CSCc1ccc([N+](=O)[O-])cc1)N/N=C/c1cccnc1 ?
FXIa inh 1536: -4; FXIIa inh: 2; eIF4E-4G inh: -1; 14-3-3 Bad PPI: -8; Wee1 stabilizer: 2; MDM2 E3 inh: -12; p97 ATPase inh: 2; KLK5 inh: -1

How did COc1cc(S(=O)(=O)N2CCCCCC2)ccc1-n1cnnn1 do in these assays?
FXIa inh 1536: -2; FXIIa inh: 5; Wee1 stabilizer: -2; MDM2 E3 inh: -11; Rad51 HR inh: -1; p97 ATPase inh: -2; KLK5 inh: -7

What do the screens show for `Cc1c(NC(=O)C(=O)/C=C(\O)c2ccc(Br)cc2)c(=O)n(-c2ccccc2)n1C`?
FXIa inh 1536: 6; FXIIa inh: 7; eIF4E-4G inh: 0; 14-3-3 Bad PPI: 10; Wee1 stabilizer: 0; MDM2 E3 inh: -16; Rad51 HR inh: -7; p97 ATPase inh: 6; KLK5 inh: -5

How did CC1CCCC(C)N1S(=O)(=O)c1ccc(S(=O)(=O)NCCc2ccncc2)cc1 (stereo not drawn) do in these assays?
FXIa inh 1536: 2; FXIIa inh: 1; eIF4E-4G inh: 5[fluorescence artefact?]; 14-3-3 Bad PPI: 5; Wee1 stabilizer: 2; MDM2 E3 inh: -8; Rad51 HR inh: -1; p97 ATPase inh: -6; KLK5 inh: -3

How did COC(=O)c1ccc(Nc2nnc(-c3ccc(C)c(S(=O)(=O)NCC4CCCO4)c3)c3ccccc23)cc1 (stereo not drawn) do in these assays?
FXIa inh 1536: 8; FXIIa inh: 3; eIF4E-4G inh: -2; 14-3-3 Bad PPI: 3; Wee1 stabilizer: -1; MDM2 E3 inh: -9; Rad51 HR inh: 5; p97 ATPase inh: 0; KLK5 inh: 20

What do the screens show for `CCc1c(C)nc2ncnn2c1NCCc1ccc(Cl)cc1`?
FXIa inh 1536: 5; FXIIa inh: 11; eIF4E-4G inh: 1; 14-3-3 Bad PPI: -8; Wee1 stabilizer: -4; MDM2 E3 inh: 5; Rad51 HR inh: 5; p97 ATPase inh: 2; KLK5 inh: 2

What do the screens show for `Cc1ccc(NC(=O)Cn2nnc3ccccc3c2=O)cc1`?
FXIa inh 1536: 0; FXIIa inh: 7; eIF4E-4G inh: 3; 14-3-3 Bad PPI: -9; Wee1 stabilizer: 4; MDM2 E3 inh: 11; Rad51 HR inh: 1; p97 ATPase inh: 8; KLK5 inh: 2

Results for C#Cc1ccc([C@@H]2C=C(C(=O)N3CCN(Cc4ccc5c(c4)OCO5)CC3)O[C@H](OCCCCO)C2)cc1 ?
FXIa inh 1536: -2; FXIIa inh: 3; eIF4E-4G inh: -4; 14-3-3 Bad PPI: -3; Wee1 stabilizer: 0; p97 ATPase inh: 1; KLK5 inh: 2

What do the screens show for `COc1ccc(CC(NC(C)=O)C(=O)N2CCN(C(=O)Nc3cccc(F)c3)CC2)cc1OC` (stereo not drawn)?
FXIa inh 1536: 17; FXIIa inh: 17; eIF4E-4G inh: -2; 14-3-3 Bad PPI: -14; Wee1 stabilizer: 2; MDM2 E3 inh: -2; Rad51 HR inh: 3; p97 ATPase inh: 3; KLK5 inh: 2

How did O=C(OCCN1C(=O)c2ccccc2C1=O)c1cccs1 do in these assays?
FXIa inh 1536: 8; FXIIa inh: 1; eIF4E-4G inh: -3; 14-3-3 Bad PPI: -7; Wee1 stabilizer: -3; MDM2 E3 inh: -2; Rad51 HR inh: 0; p97 ATPase inh: 3; KLK5 inh: -4
